Screens as filed in PubChem BioAssay.
GPR151 activ: human GPR151 activation; hit rate 1% among 650,000; Q8TDV0; PathHunter beta-arrestin GPR151 cells, luminescence; AID 1508602; activation, % at 11.2 µM; in the data active means activation above about 4.9%;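 further: 0% = median of compound wells and 100% = cells with positive control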
Target sequence (Q8TDV0 whole entry, looked up): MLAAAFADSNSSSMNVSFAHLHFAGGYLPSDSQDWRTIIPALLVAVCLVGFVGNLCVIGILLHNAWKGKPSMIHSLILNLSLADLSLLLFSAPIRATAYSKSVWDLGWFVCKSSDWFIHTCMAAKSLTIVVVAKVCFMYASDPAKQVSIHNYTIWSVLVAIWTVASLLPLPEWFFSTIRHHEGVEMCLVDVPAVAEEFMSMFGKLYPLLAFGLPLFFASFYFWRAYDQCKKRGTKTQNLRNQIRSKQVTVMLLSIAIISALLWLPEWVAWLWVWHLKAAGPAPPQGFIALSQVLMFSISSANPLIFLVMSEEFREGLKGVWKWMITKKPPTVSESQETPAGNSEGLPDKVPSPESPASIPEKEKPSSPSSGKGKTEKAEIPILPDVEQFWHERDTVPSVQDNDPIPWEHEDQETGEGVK
FBW7 activator: human FBW7 E3 ligase activation, primary screen. Q969H0. AlphaScreen FBW7–phospho-cyclin E peptide binding, activator screen. normalized activity (activation), % at 26.1 µM. hit rate 0.13% among 650,000; in the data active means normalized activity above about 1.9%;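 further: purified mutant Fbw7 with reduced substrate affinity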
TEAD-YAP inh: TEAD-YAP interaction inhibition | AID 1259422 | inhibition, % at 9.12 µM | hit rate 1.4% among 640,000 | HEK-TIYL cells, TEAD-Gal4/YAP UAS-luciferase luminescence; in the data active means inhibition above about 32%;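 further: 0% = median of test compound wells and 100% = reference inhibitor wells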
MITF primary: inhibitors of human MITF; O75030; AlphaScreen MITF homodimerization, bead proximity signal; inhibition, % at 2.6 µM; hit rate 0.91% among 650,000; AID 1259374; in the data active means inhibition above about 50%;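 further: 0% = vehicle wells with protein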
Target sequence (O75030 whole entry, looked up): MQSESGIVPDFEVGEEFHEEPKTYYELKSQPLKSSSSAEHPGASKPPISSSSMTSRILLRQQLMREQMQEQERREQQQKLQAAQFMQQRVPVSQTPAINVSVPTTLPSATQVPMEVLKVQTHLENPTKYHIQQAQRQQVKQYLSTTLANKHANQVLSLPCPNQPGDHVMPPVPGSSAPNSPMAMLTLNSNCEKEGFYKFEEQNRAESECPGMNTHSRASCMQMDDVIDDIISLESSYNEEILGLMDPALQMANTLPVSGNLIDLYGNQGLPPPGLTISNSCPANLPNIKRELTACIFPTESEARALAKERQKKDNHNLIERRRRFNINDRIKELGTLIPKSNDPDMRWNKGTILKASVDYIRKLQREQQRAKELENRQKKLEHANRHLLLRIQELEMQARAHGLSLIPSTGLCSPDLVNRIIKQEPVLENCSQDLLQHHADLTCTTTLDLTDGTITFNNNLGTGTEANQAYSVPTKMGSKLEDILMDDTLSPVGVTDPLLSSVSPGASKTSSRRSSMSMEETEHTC
* = called active by the depositor. This is a random part of the collection; overall some 3.4% were active at least once.

SMILES	GPR151 activ	FBW7 activator	TEAD-YAP inh	MITF primary
CCOC(=O)C1=C(C)N=c2s/c(=C\c3ccccc3OCc3ccc(Cl)cc3Cl)c(=O)n2C1c1ccc(OC)cc1 (configuration not stated)	-1.9	-0.1	-9	9
CCOC(=O)C1=C(c2ccccc2)N=c2s/c(=C/c3c[nH]c4ccccc34)c(=O)n2C1c1ccc(C(C)C)cc1 (configuration not stated)	0.7	-0.1	2	-2
O=S(=O)(Cc1ccc(Br)cc1)c1nc2ncccc2[nH]1	-0.8	-0.1	-1	10
CCOc1cc(/C=N/n2cnnc2)ccc1OS(=O)(=O)c1ccc(C)cc1	0.0	-0.1	-3	7
Cc1ccc(Cl)cc1NS(=O)(=O)c1ccc2c(c1)NC(=O)CC(=O)N2	-0.9	-0.1	-7	3
CNc1cc(N2CCN(C(=O)Cc3cccc4ccccc34)CC2)ccc1[N+](=O)[O-]	0.7	0.1	7	9
CC(C)c1ccc(NC(=O)c2cnn(-c3ccccc3)c2NC(=O)c2ccco2)cc1	-1.2	0.0	4	6
CCOC(=O)CSc1nnc(CNC(=O)C23CC4CC(CC(C4)C2)C3)n1-c1cccc(C)c1	0.6	-0.2	7	-7
O=S1(=O)Nc2cc3c(c4cccc1c24)Nc1ccccc1N3	-0.7	-0.7	3	32
COCCCNC(=O)/C(C#N)=C/c1c(Oc2ccccc2F)nc2c(C)cccn2c1=O	-0.6	0.1	26	7
N#Cc1c(-n2ncnc2-c2cccc(Cl)c2Cl)sc2c1CCCCC2	-1.0	0.8	6	13
CC(=O)NC1(C(F)(F)F)Oc2ccccc2O1	-2.3	0.0	-9	22
COc1ccc(OCC(=O)NCCSCc2ccccc2)cc1	-0.5	0.8	-5	-9
COc1ccc(S(=O)(=O)N(CC(=O)N2CCOCC2)c2ccc(C)cc2)cc1OC	0.2	0.3	-10	1
c1ccc(Oc2ccccc2-c2cnc3c(NCc4ccncc4)nccn23)cc1	-1.6	0.3	1	-25
O=[N+]([O-])c1ccc2c(c1)OCCOCCOCCO2	1.2	0.0	4	0
CCOc1ccc(-c2nc3ccc(OC(C)=O)cc3c(=O)o2)cc1	-0.6	0.5	5	8
CC(=O)Nc1nnc(SCc2cc(=O)c(OC(=O)c3cc(C)cc(C)c3)co2)s1	-0.2	0.6	6	-9
O=C(NCCc1nc2ccccc2[nH]1)c1ccc(Cl)c([N+](=O)[O-])c1	2.6	0.0	-1	-19
O=C(Cc1ccc(F)cc1)N1CC[C@@H]2[C@H](CCCN2C(=O)CCc2c[nH]c3ccccc23)C1	-0.3	-0.1	15	-4
COc1ccc(S(=O)(=O)NCc2ccc3c(c2)OCO3)cc1C(=O)O	1.7	-0.1	1	-14
C=CCOC(=O)C1=C(C)NC(C)=C(C(=O)OCC=C)C1c1cn(-c2ccccc2)nc1-c1ccc(OC)c([N+](=O)[O-])c1	0.5	0.5	4	11
CCc1ccccc1N=C1SCC(=O)N1C	-0.5	-0.3	-13	0
COc1ccc(C2C(C(=O)Nc3ccccn3)=C(C)Nc3ncnn32)cc1 (configuration not stated)	1.7	-0.1	-55	-13
O=C(NCCn1ccc2ccccc21)c1ccc(Cl)cc1	-0.9	0.6	-58	16
O=C(Nc1cccc(N2CCC(NCCc3cccc(Cl)c3)CC2)c1)c1cccnc1	0.2	-0.5	-14	-16
CCOC(=O)C1CCCN(S(=O)(=O)c2ccc3c(c2)SC(C)CN3C(C)=O)C1 (configuration not stated)	-0.8	-0.1	12	11
CC1(C)CC(CCNC(=O)c2ccccc2C(=O)O)(c2ccccc2)CCO1 (configuration not stated)	1.0	0.0	-1	14
CCOc1ccc(-n2cc(-c3ccccc3)c3c(NCCc4ccc(S(N)(=O)=O)cc4)ncnc32)cc1	-0.2	0.8	5	23
N#CC(C#N)=C(N)/C(C#N)=C/c1ccc(-c2ccccc2F)o1	0.7	-0.3	-3	12
COc1cc2c(cc1OC)n(CC(=O)NC1CCC(C)CC1)n1c(C)cc(=O)nc21 (configuration not stated)	3.2	0.0	-2	2
CCC(CC)c1nnc(NC(=O)CN2C(=O)c3ccccc3C2=O)s1	0.1	-0.5	9	-6
CCN(Cc1ccccc1)S(=O)(=O)c1cc2c3c(c1)CC(=O)N3CCC2	1.2	-0.1	5	9
COc1ccc(/C=C/CN2CCN(C3CCN(C(C)C)CC3)C(CCO)C2)cc1 (configuration not stated)	3.2	0.4	3	0
COc1ccc(N2CCN(C(=O)c3sc4ncn(Cc5ccccc5F)c(=O)c4c3C)CC2)cc1	-1.9	0.1	-26	3
CC(C)OCCCNC(=O)CCS(=O)(=O)c1ccc2c(c1)n(C)c(=O)c(=O)n2C	-1.6	-0.2	-1	6
Cc1ccsc1/C=N/NC(=O)C(=O)Nc1ccc(Cl)cc1	1.7	0.0	-4	-3
O=C(NNC(=O)c1ccc([N+](=O)[O-])cc1)c1ccc(NC(=O)c2ccccc2)cc1	1.2	0.0	3	7
CCC1(CC(C)(C)c2ccccc2)OCC(C)O1 (configuration not stated)	0.0	0.1	0	8
O=C(CCl)Nc1ccc(S(=O)(=O)N2CCCCC2)cc1	-0.1	-0.4	9	-3
Cc1ccc(-n2cc(-c3ccccc3)c3c(NCCO)ncnc32)cc1	1.8	-0.1	-7	12
COc1cccc(NC(=O)C(=O)NCCCN2CCOCC2)c1	1.7	1.3	-7	-3
COC(=O)C1=C(N)Oc2cc(C)[nH]c(=O)c2C1c1ccccc1F (configuration not stated)	1.0	0.1	2	9
Cc1ccc(NC(=O)CSc2nc3ccccc3c(=O)n2CCCC(=O)NCCCN2CCOCC2)cc1	-1.3	1.1	10	8
CC(C)(C)NC(=O)CCc1nnc(C2CCCCC2)o1	-0.4	0.2	1	9
CC(=O)c1ccc(NC(=O)c2ncn[nH]2)cc1	-6.1	-1.1	22	-8
C#CCn1cnc2c(nnn2-c2ccc(OC)c(OC)c2)c1=O	4.7	0.0	-1	16
Cc1ccc2nc(CN3CCC(OCc4ccccc4)CC3)nc(N)c2c1	-1.5	0.0	-2	12
Cc1ccc(CNC(=O)c2ccc3c(c2)NC(=O)C(CS(=O)(=O)Cc2ccc(F)cc2)N3)cc1 (configuration not stated)	0.3	-0.1	0	-9
CC(=O)c1cccc(N(CC(=O)NCC2CCCO2)S(C)(=O)=O)c1 (configuration not stated)	0.4	0.1	1	-7
CCc1ccccc1Nc1nc(N)nc(CNCc2ccc(F)cc2)n1	-0.3	-0.3	1	0
Cc1sc2nc(CN(C(=O)C3CC3)C3CCCCC3)[nH]c(=O)c2c1C	-1.1	-0.2	-7	1
CCC1CCCCN1C(=O)c1sc2ncn(CC(=O)N3CCOCC3)c(=O)c2c1C (configuration not stated)	0.0	-0.2	4	5
COc1ccc(-c2cc(-c3ccccc3)nc(SCC(=O)NC3CC3)c2C#N)cc1	0.1	0.2	12	-3
C/C=C(\C)CN1CCN(c2ccccn2)CC1	1.3	-0.4	0	38
COC(=O)CNC(c1ccccc1)c1cc(C)ccc1NC(=O)c1ccccc1 (configuration not stated)	-0.2	0.0	3	-21
NC(=O)C1CCN(C(=O)CN(c2ccccc2)S(=O)(=O)c2ccc(Cl)cc2)CC1	-0.7	0.1	-14	-12
CC(=O)Oc1ccc(Br)cc1/C=C1\SC(=S)NC1=O	-1.1	-0.1	8	-22
Cc1cc(C(=O)Nc2ccc(S(=O)(=O)O)c3ccccc23)c(C)o1	4.0	-0.2	20	-6
O=C(COC(=O)c1ccccc1Sc1ccc([N+](=O)[O-])cc1)c1ccc(Cl)cc1	-0.3	0.2	-20	44

Later entries
SMILES	GPR151 activ	FBW7 activator	TEAD-YAP inh	MITF primary
Cc1ccc(NC(=O)CNC(=O)Cn2cnc3ccccc3c2=O)c(Br)c1	2.2	0.4	-2	17
CCCN1CCC(NC(=S)Nc2ccc([N+](=O)[O-])cc2OC)CC1	1.4	0.0	17	-2
CCN(CC)S(=O)(=O)c1ccc(-c2nnc(SCc3ccccc3F)o2)cc1	-0.5	0.2	-4	-3
N#Cc1cccc(NC(=O)CSc2nc(N)cc(=O)[nH]2)c1	-1.5	0.0	-6	-5
O=C(NC1CCCCC1)c1cccn2c(=O)c3ccccc3nc12	-0.8	0.1	15	-9
NC(=O)CN1CCN(C(=S)Nc2ccccc2)CC1	-0.7	0.2	-4	11
CSc1ccc(C2NC(=O)NC(C)=C2C(=O)OC(C)C)cc1 (configuration not stated)	0.3	-0.2	0	0
O=C(Cn1cnc2ccccc2c1=O)Nc1cc(Cl)c(Cl)cc1Cl	0.0	0.7	11	2
COc1cccc2c1CCN(Cc1ccccc1)C2=O	3.2	-0.2	-7	-8
O=C(CCc1ccccc1)Nc1nnc(-c2ccccc2I)s1	1.1	-0.1	6	4
CCC(C)NC(=O)CSc1nc2cc3c(cc2c(=O)n1CCCCCC(=O)NCCc1ccc(OC)c(OC)c1)OCO3 (configuration not stated)	0.8	0.1	-7	8
COc1ccc(OC)c(-c2noc(N3CCN(C(=O)c4ccco4)CC3)n2)c1	-0.7	0.1	0	-4
COc1ccc(-c2csc(NC(=O)C3CCCCC3)n2)cc1OC	0.3	0.1	-19	3
Cc1cc(C(=O)Nc2ccc(O)c(-c3nc4ccccc4s3)c2)ccc1[N+](=O)[O-]	0.9	-0.1	2	6
Cc1[nH]c(=O)c(C#N)c(C)c1[N+](=O)[O-]	-0.7	0.0	-2	12
C=CCN1C(=O)/C(=C\c2cc(OC)c(OC)cc2OC)C(=O)NC1=S	-0.2	0.2	5	-9
N#Cc1c(N)sc2c1CCN(Cc1ccccc1)C2	3.5	-0.2	7	11
COc1ccc(CNC(=O)Cn2cccc2C(=O)c2ccccc2)cc1	-0.2	-0.1	-27	-10
Cc1cc(C)cc(-n2nc3c(c2NC(=O)c2ccc(S(=O)(=O)N4CCOCC4)cc2)CSC3)c1	2.1	0.0	16	-10
O=C(Nc1ccccc1)Oc1ccccc1Br	-0.7	-0.2	-10	-11

Sorted by molecular weight (high to low): 18 of the compounds above
SMILES	GPR151 activ	FBW7 activator	TEAD-YAP inh	MITF primary
CCC(C)NC(=O)CSc1nc2cc3c(cc2c(=O)n1CCCCCC(=O)NCCc1ccc(OC)c(OC)c1)OCO3 (configuration not stated)	0.8	0.1	-7	8
Cc1cc(C)cc(-n2nc3c(c2NC(=O)c2ccc(S(=O)(=O)N4CCOCC4)cc2)CSC3)c1	2.1	0.0	16	-10
O=C(CCc1ccccc1)Nc1nnc(-c2ccccc2I)s1	1.1	-0.1	6	4
Cc1ccc(NC(=O)CNC(=O)Cn2cnc3ccccc3c2=O)c(Br)c1	2.2	0.4	-2	17
O=C(COC(=O)c1ccccc1Sc1ccc([N+](=O)[O-])cc1)c1ccc(Cl)cc1	-0.3	0.2	-20	44
CCN(CC)S(=O)(=O)c1ccc(-c2nnc(SCc3ccccc3F)o2)cc1	-0.5	0.2	-4	-3
Cc1cc(C(=O)Nc2ccc(O)c(-c3nc4ccccc4s3)c2)ccc1[N+](=O)[O-]	0.9	-0.1	2	6
O=C(Cn1cnc2ccccc2c1=O)Nc1cc(Cl)c(Cl)cc1Cl	0.0	0.7	11	2
C=CCN1C(=O)/C(=C\c2cc(OC)c(OC)cc2OC)C(=O)NC1=S	-0.2	0.2	5	-9
CCCN1CCC(NC(=S)Nc2ccc([N+](=O)[O-])cc2OC)CC1	1.4	0.0	17	-2
COc1ccc(-c2csc(NC(=O)C3CCCCC3)n2)cc1OC	0.3	0.1	-19	3
O=C(NC1CCCCC1)c1cccn2c(=O)c3ccccc3nc12	-0.8	0.1	15	-9
CSc1ccc(C2NC(=O)NC(C)=C2C(=O)OC(C)C)cc1 (configuration not stated)	0.3	-0.2	0	0
O=C(Nc1ccccc1)Oc1ccccc1Br	-0.7	-0.2	-10	-11
NC(=O)CN1CCN(C(=S)Nc2ccccc2)CC1	-0.7	0.2	-4	11
N#Cc1c(N)sc2c1CCN(Cc1ccccc1)C2	3.5	-0.2	7	11
COc1cccc2c1CCN(Cc1ccccc1)C2=O	3.2	-0.2	-7	-8
Cc1[nH]c(=O)c(C#N)c(C)c1[N+](=O)[O-]	-0.7	0.0	-2	12

The listing continues.
SMILES	GPR151 activ	FBW7 activator	TEAD-YAP inh	MITF primary
Cc1ccc2nc3nc(NCC4CCCO4)c(C(=O)NCc4cccnc4)cc3c(=O)n2c1 (configuration not stated)	0.4	-0.2	-6	-1
Cc1cc(-c2nnc(NC(=O)C(c3ccccc3)c3ccccc3)o2)n(C)n1	2.5	-1.0	13	27
CCC1CN(CC(=O)NCC2CC(=O)N(CC)C2)Cc2cc(OC)ccc2O1 (configuration not stated)	-1.2	0.1	-9	10
Cc1cc([N+](=O)[O-])c2[nH]c3c(c2c1)CCNC3=O	-1.3	0.2	12	3
CCC1(C)CCC(CCN)(c2ccc(F)cc2)CO1 (configuration not stated)	0.5	0.2	7	19
CC(=O)c1c(C)oc2c(Cl)cc(NS(=O)(=O)c3ccccc3)cc12	2.2	0.0	8	15
CCN(CC)S(=O)(=O)c1ccc2c(c1)c(=O)c(C(=O)N(C)Cc1ccccc1)cn2C	-0.8	-0.1	-12	2
CCCSC1=C(C#N)C(c2ccccc2OC)C(C(=O)Nc2ccccc2)=C(C)N1 (configuration not stated)	-0.7	0.8	-4	11
CCC1(CCC(=O)NCc2cc(-c3ccccc3)on2)CCC(=O)N1 (configuration not stated)	-1.0	0.8	-1	17
CCOC(=O)c1c(N)n(-c2ccc(OCC)cc2)c2nc3ccccc3nc12	0.3	0.0	-7	-6
Cn1c2c(c(=O)n(C)c1=O)C(c1cccc(C(F)(F)F)c1)C1=C(CCCC1=O)N2 (configuration not stated)	-0.3	-0.1	12	-5
COc1cc(-c2n[nH]c(=S)n2C)cc(OC)c1OC	-0.3	0.1	10	-13
